Screening data from PubChem.
HCMV inh = human cytomegalovirus inhibition | activity change, negative = inhibition, % at 57.5 µM | actives 4.5% (n = 410,000) | AID 1259415 | HFF cells, HCMV-luciferase reporter, 72 h; stronger effect = lower value; in the data active = activity change below about -60%; inconclusive = no clear call, values can overlap the other calls; inactive = above about -39%
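Cell-based, HFFs, 1000 cells/well, 16 h 37C; cpds in DMSO + HCMV-luc, MOI 1 PFU/cell; 72 h 37C; OneGlo luminescence after 5 min RT; norm. to buffer vs Salinomycin 10uM.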
AmpC inh detg = AmpC beta-lactamase inhibition with detergent present; P00811; AmpC hydrolysis of nitrocefin, absorbance 480 nm, 0.01% Triton; Potency, µM (titrated, usually from 114 µM), without a hit: top-dose activity change, negative = inhibition, most hits filed as inhibitors; actives 0.041% (n = 370,000);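 note: potency is the fitted concentration of half-maximal effect; 0% = no-compound wells and -100% = no-enzyme wells; nearly all actives have a fitted effect of over 25% in size; some results filed as inactive show a strong effect at the top dose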
Target sequence (P00811 whole entry, looked up): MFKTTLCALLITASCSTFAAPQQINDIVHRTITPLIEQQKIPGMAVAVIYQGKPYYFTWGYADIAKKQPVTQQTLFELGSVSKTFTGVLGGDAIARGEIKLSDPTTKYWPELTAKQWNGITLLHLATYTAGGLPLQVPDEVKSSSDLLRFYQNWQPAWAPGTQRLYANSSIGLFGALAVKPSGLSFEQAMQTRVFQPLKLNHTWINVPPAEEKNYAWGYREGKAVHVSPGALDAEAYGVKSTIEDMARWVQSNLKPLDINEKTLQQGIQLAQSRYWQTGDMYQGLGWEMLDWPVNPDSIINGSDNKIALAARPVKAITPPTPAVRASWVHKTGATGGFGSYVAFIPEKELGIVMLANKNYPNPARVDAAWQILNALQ
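20 mM phosphate pH 7.0 + 0.01% (detergent screen) or 0.0001% Triton X-100; 5.3 nM AmpC reagent; cpd preinc 15 min RT; nitrocefin (800 uM stock) to start; A480 q20 s × 4 min; Activity was normalised to no-enzyme and no-compound control wells.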
HCV inh = inhibitors of hepatitis C virus infection; Huh7.5.1 HCVcc-Cre infection, luciferase reporter, 44 h; Potency, µM (highest dose often 41.8 µM), for the others: at the top dose activity change, negative = inhibition, actives largely listed as inhibitors; actives 3.4% (n = 340,000); AID 651820; note: potency is the fitted concentration of half-maximal effect
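Infectious HCV cell culture screen: compound-treated cells (1,000/well, pre-plated 4 h) are infected with HCVcc-Cre at roughly 0.5 moi and grown 44 h. Infection is quantified by luciferase signal after 15 min substrate incubation at room temperature.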
FBPA Giardia inh = Giardia lamblia aldolase inhibition; A8B2U2; purified Giardia FBPA; Potency, µM (highest dose often 59.6 µM), inactives show at the highest dose activity, negative = inhibition, usual class: inhibitors; actives 0.71% (n = 290,000); note: potency is the fitted concentration of half-maximal effect; nearly all actives have a fitted effect of over 55% in size
Target sequence (A8B2U2 whole entry, looked up): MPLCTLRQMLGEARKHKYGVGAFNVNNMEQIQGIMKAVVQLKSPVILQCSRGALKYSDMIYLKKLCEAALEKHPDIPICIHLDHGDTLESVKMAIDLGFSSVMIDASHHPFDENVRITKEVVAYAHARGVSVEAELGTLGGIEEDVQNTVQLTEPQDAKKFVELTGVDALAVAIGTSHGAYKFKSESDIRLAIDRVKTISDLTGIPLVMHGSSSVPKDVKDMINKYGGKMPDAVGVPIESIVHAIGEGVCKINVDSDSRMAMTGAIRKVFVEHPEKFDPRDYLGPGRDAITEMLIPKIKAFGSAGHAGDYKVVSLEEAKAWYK
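40 nM FBPA preincubated 10 min at RT with compound (up to 57.5 uM final), then substrate plus GAPDH/TPI/NAD/arsenate coupling and diaphorase/resazurin added. Fluorescence read after 20 min at RT, 525/598 nm.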
Sm TGR inh = blocks Schistosoma mansoni thioredoxin glutathione reductase. purified TGR, DTNB reduction, TNB absorbance 405 nm. Potency, µM (doses to about 114 µM), inactives show at the top dose activity change, negative = inhibition, usual class: inhibitors. actives 3% (n = 360,000). AID 485364; note: potency is the fitted concentration of half-maximal effect; nearly all actives have a fitted effect of over 60% in size
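First, TGR (20 nM dispensed) and NADPH were mixed with compound. Second, a 15 min room-temperature incubation followed. Third, further NADPH and then DTNB were added to start the reaction. Finally, TNB absorbance was monitored kinetically.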
AmpC no deterg = blocks E. coli AmpC beta-lactamase in detergent-free assay; P00811; AmpC nitrocefin hydrolysis, absorbance 480 nm, 0.0001% Triton; Potency, µM (top dose mostly 57.1 µM), inactives show at the top dose activity change, negative = inhibition, actives largely listed as inhibitors; actives 0.52% (n = 330,000); AID 485341;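 note: potency is the fitted concentration of half-maximal effect; plate controls were no compound for no effect and no enzyme for full effect; nearly all actives have a fitted effect of over 20% in size; some results filed as inactive show a strong effect at the top dose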
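AmpC (5.3 nM in the dispensed reagent) in 20 mM phosphate pH 7.0 with 0.01% (detergent screen) or 0.0001% Triton X-100 was preincubated with compounds for 15 min at room temperature. Nitrocefin was then added from an 800 uM solution, and hydrolysis was followed at 480 nm.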
Starred values were filed as active, the others as inactive; & = joins results of further samples; [ ] = another dose, or the depositor's remark. Unless noted, calls come from the whole dose curve; as a rule, active = well fitted curve in the direction sought with a large enough effect; inconclusive = small, poorly fitted or top-dose-only effect, or another doubt; inactive = no such curve, though single readings can be large; an effect the other way counts as inactive or inconclusive. Unless noted, % is set by controls: 0 for no effect and ±100 for the full control effect.

C/C(N)=C(/C#N)C(=O)COC(=O)C1CCN(C(=O)c2ccc(Cl)cc2)CC1 was read as HCMV inh -65*, AmpC inh detg inconclusive, HCV inh 29%, FBPA Giardia inh 4%, Sm TGR inh 1% and AmpC no deterg -4%[11.4 µM].
For CCOc1ccccc1C(=O)N1CCN(CCc2ccccn2)CC1 the results were HCMV inh 3, AmpC inh detg 2% and Sm TGR inh -5%.
Screening Cc1nc2scc(C)n2c(=O)c1S(=O)(=O)Nc1ccc(N2CCOCC2)cc1 returned HCMV inh -5&-7, AmpC inh detg inconclusive, HCV inh -5%, FBPA Giardia inh -4%, Sm TGR inh -23%&0% and AmpC no deterg -2%.
For CC(=O)/C(=C\N(C)C)Sc1ccc(Cl)cc1 the results were HCMV inh 4, AmpC inh detg -7%, HCV inh -6%, FBPA Giardia inh 1%, Sm TGR inh inconclusive and AmpC no deterg -19%.
`Cc1cccc(NC(=O)CN2C(=O)C3(SCC(=O)N3c3ccccc3)c3ccccc32)c1` (configuration not stated) gave HCMV inh 23, AmpC inh detg -7% and Sm TGR inh -1%.
Screening CCC1Cc2c(nc(N)c3c(N)nc(N4CCOCC4)c(C#N)c23)O1 (configuration not stated) returned HCMV inh 28, AmpC inh detg -6%, HCV inh -21%, FBPA Giardia inh inconclusive, Sm TGR inh 10% and AmpC no deterg -11%.
`Cc1cc(C)n2nc(C(=O)OCC(=O)NNC(=O)c3ccc(Cl)cc3)nc2n1` gave HCMV inh -7, AmpC inh detg -15%, HCV inh 18%, Sm TGR inh -1% and AmpC no deterg -18%.
Screening COc1cccc(C(=O)NC(=O)Nc2cc(C)[nH]n2)c1 returned HCMV inh 41, AmpC inh detg 2%, HCV inh -3%, FBPA Giardia inh -5%, Sm TGR inh 0% and AmpC no deterg -3%.
For Cc1cccc(CSC2=NCCN2C(=O)c2ccc(Br)o2)c1 the results were HCMV inh 49, AmpC inh detg inconclusive, HCV inh 4%, FBPA Giardia inh 1%, Sm TGR inh 0% and AmpC no deterg -30%.
For Cc1cccc(C)c1NC(=O)COC(=O)c1ccc2[nH]c3c(c2c1)CCCC3 the results were HCMV inh inconclusive, AmpC inh detg -3%, HCV inh -27%, FBPA Giardia inh 1% and AmpC no deterg -16%.

7 entries from above, ordered by heavy-atom count, smallest number first:
For CC(=O)/C(=C\N(C)C)Sc1ccc(Cl)cc1 the results were HCMV inh 4, AmpC inh detg -7%, HCV inh -6%, FBPA Giardia inh 1%, Sm TGR inh inconclusive and AmpC no deterg -19%.
Screening COc1cccc(C(=O)NC(=O)Nc2cc(C)[nH]n2)c1 returned HCMV inh 41, AmpC inh detg 2%, HCV inh -3%, FBPA Giardia inh -5%, Sm TGR inh 0% and AmpC no deterg -3%.
For Cc1cccc(CSC2=NCCN2C(=O)c2ccc(Br)o2)c1 the results were HCMV inh 49, AmpC inh detg inconclusive, HCV inh 4%, FBPA Giardia inh 1%, Sm TGR inh 0% and AmpC no deterg -30%.
For CCOc1ccccc1C(=O)N1CCN(CCc2ccccn2)CC1 the results were HCMV inh 3, AmpC inh detg 2% and Sm TGR inh -5%.
C/C(N)=C(/C#N)C(=O)COC(=O)C1CCN(C(=O)c2ccc(Cl)cc2)CC1 was read as HCMV inh -65*, AmpC inh detg inconclusive, HCV inh 29%, FBPA Giardia inh 4%, Sm TGR inh 1% and AmpC no deterg -4%[11.4 µM].
Screening Cc1nc2scc(C)n2c(=O)c1S(=O)(=O)Nc1ccc(N2CCOCC2)cc1 returned HCMV inh -5&-7, AmpC inh detg inconclusive, HCV inh -5%, FBPA Giardia inh -4%, Sm TGR inh -23%&0% and AmpC no deterg -2%.
`Cc1cccc(NC(=O)CN2C(=O)C3(SCC(=O)N3c3ccccc3)c3ccccc32)c1` (configuration not stated) gave HCMV inh 23, AmpC inh detg -7% and Sm TGR inh -1%.

Remaining list, next part:
For Cc1cc(C)c2nc(NC(=O)c3ccc(S(=O)(=O)N4CCc5ccccc54)cc3)sc2c1 the results were HCMV inh -30, AmpC inh detg 3% and Sm TGR inh 0%.
For CCn1nccc1C(=O)Nc1ccc(Cl)cn1 the results were HCMV inh 54, AmpC inh detg -1%, HCV inh 2%, FBPA Giardia inh -4%, Sm TGR inh -2% and AmpC no deterg 3%.
Screening COc1ccc(C(=O)C(C)OC(=O)c2cccc(S(=O)(=O)Nc3c(C)n(C)n(-c4ccccc4)c3=O)c2)cc1 (configuration not stated) returned HCMV inh inconclusive, HCV inh 16% and AmpC no deterg 46%.
Screening COc1ccc(N2CCN(C(=O)C(NC(=O)c3c(F)cccc3F)C(C)C)CC2)cc1 (configuration not stated) returned HCMV inh -39, AmpC inh detg -3%, HCV inh 21%, FBPA Giardia inh -9%, Sm TGR inh -12% and AmpC no deterg 58%.
`COc1ccc(CN2CCN(CCc3ccccc3)C(CCO)C2)cc1Cn1cncn1` (configuration not stated) gave HCMV inh -33, AmpC inh detg 7%, HCV inh -19%, FBPA Giardia inh 3%, Sm TGR inh -22% and AmpC no deterg 15%.
COc1ccc(-n2cnc3cc(NCc4ccccn4)ccc32)cc1 was read as HCMV inh -12, AmpC inh detg -14%, HCV inh inconclusive, FBPA Giardia inh -19%, Sm TGR inh 3% and AmpC no deterg -3%.
For COC(=O)C1=C(c2ccc3ccccc3c2)C[C@@H]2CC[C@H]1N2C(=O)NCCO the results were HCMV inh -30, AmpC inh detg -9%, HCV inh 8%, Sm TGR inh 0% and AmpC no deterg 65%[activator].
`OCCNCc1cc(Br)ccc1OCc1ccc(Cl)cc1Cl` gave HCMV inh -17, AmpC inh detg 0%, HCV inh 11µM*, FBPA Giardia inh 1%, Sm TGR inh -1% and AmpC no deterg 66%[activator].
Screening CCOc1ncccc1C(=O)OCC(=O)c1ccc(Br)s1 returned HCMV inh -3, HCV inh -2% and AmpC no deterg -19%.
`COc1ccc(S(=O)(=O)N(C)CC(=O)N2CCC(C(N)=O)CC2)cc1` gave HCMV inh 37, AmpC inh detg -5%, HCV inh 13%, FBPA Giardia inh 0%, Sm TGR inh 11% and AmpC no deterg -10%.
`COc1ccc(-c2n[nH]c(=S)n2-c2ccc(C)cc2)cc1` gave HCMV inh -12, AmpC inh detg 6%, HCV inh 16%, FBPA Giardia inh 1%, Sm TGR inh -5% and AmpC no deterg -28%.
For CCN(CC(=O)NCc1ccc(F)cc1)C(=O)C1CC1C (configuration not stated) the results were HCMV inh 10, AmpC inh detg -11%, HCV inh 28%, FBPA Giardia inh 2%, Sm TGR inh -13% and AmpC no deterg -6%.
COc1ccccc1NC(=O)N(Cc1ccco1)C1CCN(C(C)=O)CC1 was read as HCMV inh 60, AmpC inh detg 1% and Sm TGR inh 3%.
COc1ccc(-c2c(C#N)c(SCC(=O)c3cc4ccccc4oc3=O)nc(C)c2C(=O)Nc2ccccc2)cc1 was read as HCMV inh 63, AmpC inh detg inconclusive, HCV inh inconclusive, FBPA Giardia inh 9%, Sm TGR inh -3% and AmpC no deterg -43%.
`CC(=O)Nc1cccc(-c2nnc3n2CC(C)S3)c1` (configuration not stated) gave HCMV inh -9, AmpC inh detg -8%, HCV inh 22%, FBPA Giardia inh 1%, Sm TGR inh 0% and AmpC no deterg -17%.
CCN(CC)S(=O)(=O)c1ccc2oc(C(=O)N3CCCCCC3)c(C)c2c1 was read as HCMV inh -7, AmpC inh detg 1%, HCV inh -12%&-50%, FBPA Giardia inh 1%, Sm TGR inh 5% and AmpC no deterg 72%[activator].
`CC(=O)c1cccc(NC(=O)C(OC(=O)c2cccc(S(=O)(=O)N(C)c3ccccc3)c2)c2ccccc2)c1` (configuration not stated) gave HCMV inh -36, AmpC inh detg -8%, HCV inh inconclusive, FBPA Giardia inh -1%, Sm TGR inh 0% and AmpC no deterg -23%.
COc1cc2[nH]c(=O)n(-c3ccc(C)cc3)c(=O)c2cc1OC was read as HCMV inh -10&23, AmpC inh detg inconclusive, HCV inh 13%, FBPA Giardia inh 1%, Sm TGR inh 6%&10% and AmpC no deterg -16%.
Screening O=C(O)c1ccccc1SCc1csc(-c2ccccc2)n1 returned HCMV inh 18, AmpC inh detg 0%, HCV inh 8%, Sm TGR inh 9% and AmpC no deterg -18%.
For CC(C)c1ccc(NC2CCCN(C(=O)CN3CCOC3=O)C2)cc1 (configuration not stated) the results were HCMV inh -20, AmpC inh detg 1%, HCV inh 19%, Sm TGR inh -33% and AmpC no deterg -2%.
CCOc1ccc(CCNC(=O)Cn2cccc2C(=O)c2ccccc2C)cc1OCC was read as HCMV inh 31, AmpC inh detg -4%, HCV inh inconclusive, FBPA Giardia inh 1%, Sm TGR inh inconclusive and AmpC no deterg 73%[activator].
Cc1ccc2c(c1)NC(=O)c1cccnc1N2 was read as HCMV inh 2, AmpC inh detg inconclusive, HCV inh 8%, FBPA Giardia inh 0%, Sm TGR inh 0% and AmpC no deterg -33%.
`COc1ccc(NC(=O)N(Cc2cc3ccc(OC)cc3[nH]c2=O)CC2CCCO2)cc1` (configuration not stated) gave HCMV inh -26, AmpC inh detg -9%, HCV inh inconclusive, FBPA Giardia inh -11% and AmpC no deterg 73%[activator].
CCN(CC)C(c1ccc(F)cc1)c1nnnn1CC1CCCO1 (configuration not stated) was read as HCMV inh -18, AmpC inh detg -7%, HCV inh -2%, FBPA Giardia inh -3%, Sm TGR inh -6% and AmpC no deterg 3%.
CC(C)CCNC(=O)C(c1ccco1)N(C(=O)Cn1nnc2ccccc21)c1ccc2c(c1)OCO2 (configuration not stated) was read as HCMV inh -24, AmpC inh detg -4%, HCV inh 8%&-9%, FBPA Giardia inh -4%, Sm TGR inh -13% and AmpC no deterg -4%.
`Cc1nnc(SCCCCSc2nnc(C)c(=O)[nH]2)[nH]c1=O` gave HCMV inh -20, AmpC inh detg -7%, HCV inh 7%, FBPA Giardia inh -12%, Sm TGR inh 0% and AmpC no deterg -20%.
`c1ccc(-c2cnc(-c3cccnc3)o2)cc1` gave HCMV inh 159, AmpC inh detg -1%, HCV inh inconclusive, FBPA Giardia inh 2%, Sm TGR inh 5% and AmpC no deterg 3%.
COc1cccc(COC(=O)c2ccc(-c3nnn(Cc4ccccc4)n3)cc2)c1 was read as HCMV inh 6, AmpC inh detg -1% and Sm TGR inh -8%.
`O=C(c1cccc(-n2cccc2)c1)N1CCN(S(=O)(=O)c2ccccc2Br)CC1` gave HCMV inh -16, AmpC inh detg inconclusive, HCV inh inconclusive, Sm TGR inh -2% and AmpC no deterg -1%.
Screening COc1ccc(-c2cc(=O)c3ccccc3o2)cc1 returned HCMV inh 102, AmpC inh detg 2%, HCV inh inconclusive, FBPA Giardia inh -2%&4%, Sm TGR inh 7% and AmpC no deterg -12%.
